Screening data (PubChem)
Thrombin inh: inhibitors of human thrombin; P00734; alpha-thrombin, Boc-VPR-AMC fluorogenic substrate cleavage; inhibition, % at 5 µM; 0.26% of 220,000 active; AID 1046;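 active means inhibition at or above 40%; inactive means inhibition below 40%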;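 further: 0% = enzyme with no compound and 100% = wells without enzyme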
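Material: Human alpha-thrombin protein | Buffer or medium: pH 7.5 Tris-saline with Tween 20 | Reagent: Boc-VPR-AMC substrate, 15 µM final | Schedule: Reaction at ambient temperature | Detection: AMC fluorescence at 355 nm excitation and 460 nm emission | Evaluation: Percent inhibition scaled between no-compound controls and no-enzyme blanks | Controls: no-compound enzyme wells and no-enzyme blanks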
KCC2 mod: KCC2 (human) Cl- transport modulation. Q9H2X9. KCC2 cells, thallium flux FluoZin-2 fluorescence. B-score of Tl+ flux slope (higher = more flux/activation; lower = inhibition) at 10 µM. 2.2% of 190,000 active;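 active means thallium flux slope and its plate-corrected score both differing from the plate sample mean at a set confidence after two filtering rounds, in either direction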;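 further: slope of fluorescence scaled to starting intensity during 10 to 20 s after thallium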
m-calpain inh: calpain II (pig) inhibition; purified calpain II, fluorogenic peptide substrate, 30 min; inhibition, % at 16 µM; 0.37% of 220,000 active;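 active means inhibition above about 50%, limit read from the data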
FXIa inh 1536: inhibitors of human coagulation factor XIa; P03951; AID 798; 0.14% of 220,000 active; purified FXIa, Boc-Glu-Ala-Arg-AMC fluorogenic substrate; inhibition, % at 5 µM;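 active means inhibition of at least 40%; inactive means inhibition below 40%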;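 further: fluorescence of freed AMC excited at 355 nm; 0% = enzyme without compound and 100% = no enzyme blank; many of its hits are not listed in these tables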
KLK5 inh: inhibitors of human kallikrein 5. Q9Y337. 0.59% of 210,000 active. recombinant hK5, fluorogenic AMC substrate cleavage. inhibition, % at 5 µM;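 active means inhibition of 40% or more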;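 further: 0% = enzyme controls without compound and 100% = no-enzyme blanks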
Furin inhibitor: inhibitors of human furin | inhibition, % at 30 µM | purified furin, fluorogenic substrate cleavage | AID 463115 | P09958 | 0.061% of 220,000 active; in the data active means inhibition above about 25%; further: inactives centre near -15
FXIIa inh 1536: inhibitors of human coagulation factor XIIa; 0.3% of 220,000 active; purified FXIIa, Boc-QGR-AMC fluorogenic substrate, 2 h; inhibition, % at 5 µM; P00748; in the data active means inhibition above about 40%;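 further: 0% = enzyme with no compound and 100% = blank without enzyme; many of its hits are not listed in these tables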
Target sequence (P00748 20-372 limits assumed): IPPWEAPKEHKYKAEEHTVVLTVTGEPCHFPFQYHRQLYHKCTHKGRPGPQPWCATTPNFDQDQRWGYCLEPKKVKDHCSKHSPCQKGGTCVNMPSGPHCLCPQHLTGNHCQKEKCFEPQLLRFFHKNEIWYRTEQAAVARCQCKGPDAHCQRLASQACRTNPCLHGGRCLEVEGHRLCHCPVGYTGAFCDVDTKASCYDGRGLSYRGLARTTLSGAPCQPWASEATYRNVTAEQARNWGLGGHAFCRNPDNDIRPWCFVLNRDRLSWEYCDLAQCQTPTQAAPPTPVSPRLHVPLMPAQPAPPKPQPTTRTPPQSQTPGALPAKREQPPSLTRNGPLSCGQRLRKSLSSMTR
Target sequence (P00748 373-615 limits assumed): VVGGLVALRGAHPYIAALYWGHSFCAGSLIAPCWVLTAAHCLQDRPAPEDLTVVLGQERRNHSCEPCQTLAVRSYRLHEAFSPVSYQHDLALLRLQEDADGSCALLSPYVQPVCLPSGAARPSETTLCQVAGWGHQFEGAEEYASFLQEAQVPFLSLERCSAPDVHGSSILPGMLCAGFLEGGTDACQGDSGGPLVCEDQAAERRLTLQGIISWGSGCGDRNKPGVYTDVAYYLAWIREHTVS
PERK inhibitor: inhibitors of human PERK kinase; Q9NZJ5; CHO PERK-DD fusion, SEAP luminescence translation reporter; inhibition, % at 5.6 µM; 0.17% of 220,000 active; AID 1416;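 active means inhibition above the mean inhibition of all tested compounds plus 3 SD, set separately per screening campaign, cut at about 2.9% in these data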;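 further: PERK kinase domain activated by AP20187 dimerizer at 100 nM; 0% = DMSO with dimerizer and 100% = rapamycin at 8.4 µM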
Rad51 HR inh: blocks human Rad51 in homologous recombination | inhibition, % at 10 µM | 0.085% of 200,000 active | Q06609 | hRad51 DNA strand exchange, fluorescence dequenching;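 active means inhibition above 40% at the single screening dose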;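 further: 0% = DMSO control wells and 100% = blanks with heterologous ssDNA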
Target sequence (Q06609 whole entry, looked up): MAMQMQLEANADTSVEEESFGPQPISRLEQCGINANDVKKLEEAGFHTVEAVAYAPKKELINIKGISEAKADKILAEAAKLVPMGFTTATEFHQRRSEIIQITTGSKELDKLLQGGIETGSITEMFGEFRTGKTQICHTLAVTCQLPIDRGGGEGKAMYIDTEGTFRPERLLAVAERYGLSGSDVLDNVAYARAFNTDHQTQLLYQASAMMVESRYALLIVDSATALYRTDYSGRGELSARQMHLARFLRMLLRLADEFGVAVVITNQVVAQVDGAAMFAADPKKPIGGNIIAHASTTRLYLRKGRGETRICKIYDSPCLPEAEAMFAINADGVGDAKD
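System: human Rad51 nucleoprotein filaments preassembled on unlabelled ssDNA. Reagent: labelled 47-mer dsDNA for strand exchange. Schedule: 30-min compound preincubation and 15-min exchange, both room temperature. Measured by: FRET fluorescence dequenching, excitation 485 nm, emission 520 nm. Read-out: Fluorescence-based percent inhibition, control- and blank-normalised. Benchmarks: plate controls and plate blanks.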
An asterisk follows results filed as active; nt = no result given; [ ] = dose if it differs, or a comment. Some of the compounds tested. The share of hits here may be higher or lower than overall.

Start of the listing, in advance (3 entries):
structure,Thrombin inh,KCC2 mod,m-calpain inh,FXIa inh 1536,KLK5 inh,Furin inhibitor,FXIIa inh 1536,PERK inhibitor,Rad51 HR inh
OCCN1CCN(CC(O)COCC2COc3ccccc3O2)CC1 (centres undefined),-6.5,0.428,-7.0,-4.3,6.8,-19.6,1.1,-0.7,7.2
CCn1c2ccccc2n2c(=O)c(=O)n(CC(=O)N3CCN(c4ccccc4OC)CC3)nc12,-10.7,0.0889,19.6,0.3,2.5,-12.8,9.3,0.2,-10.9
O=C(NNC(=O)c1cccs1)c1ccc2ccccc2c1,-3.7,-0.661,1.2,-2.5,0.8,-25.9,4.6,1.9,9.1

The list itself, from the first entry:
structure,Thrombin inh,KCC2 mod,m-calpain inh,FXIa inh 1536,KLK5 inh,Furin inhibitor,FXIIa inh 1536,PERK inhibitor,Rad51 HR inh
OCCN1CCN(CC(O)COCC2COc3ccccc3O2)CC1 (centres undefined),-6.5,0.428,-7.0,-4.3,6.8,-19.6,1.1,-0.7,7.2
CCn1c2ccccc2n2c(=O)c(=O)n(CC(=O)N3CCN(c4ccccc4OC)CC3)nc12,-10.7,0.0889,19.6,0.3,2.5,-12.8,9.3,0.2,-10.9
O=C(NNC(=O)c1cccs1)c1ccc2ccccc2c1,-3.7,-0.661,1.2,-2.5,0.8,-25.9,4.6,1.9,9.1
CC(C)(C)NS(=O)(=O)c1ccc(CCC(=O)NCc2ccc3c(c2)OCO3)cc1,-2.6,-0.0281,-3.9,-1.6,-1.7,-13.9[20 µM],0.2,-1.3,-6.8
O=C(COC(=O)C1(c2ccccc2F)CCCC1)N1CCN(C(=O)c2ccco2)CC1,0.2,0.371,-37.5,-6.5,-13.2,-16.6,6.5,-1.2,-3.9
CCC(C)NC(=O)c1ccccc1NC(=O)Nc1ccccc1 (centres undefined),-3.2,-0.017,-17.3,-4.1,3.3,-11.8[20 µM],0.0,0.1,2.3
O=C(COC(=O)c1cc(Cl)nc2ccccc12)c1ccc(Cl)cc1,-0.7,-0.136,4.8,9.9,16.4,-6.4,5.6,-0.6,-7.5
CCCCn1c(N)c(S(=O)(=O)c2ccc(C)cc2)c2nc3ccccc3nc21,-5.6,-1.04,-475.5,4.9,-10.3,-30.7,4.9,-1.5,nt
CCCC(=O)Nc1cc(C(=O)O)ccc1Sc1ccc(C)cc1,-0.5,0.0535,-6.4,0.0,nt,-19.2,5.1,2.1,nt
COc1ccc(CN(Cc2ccc(OC)cc2)S(=O)(=O)c2ccc(-n3cnnn3)c(C)c2)cc1,-2.0,-0.233,-15.0,5.2,-12.7,-7.9[20 µM],9.2,-0.7,9.3
Cc1onc2c(=O)n(-c3ccccc3)nc(-c3ccccc3)c12,-1.0,-2.73,-7.4,-4.4,0.9,-16.9,7.4,1.3,-11.3
O=C(O)c1cccc(S(=O)(=O)Nc2ccc([N+](=O)[O-])cc2O)c1,-4.1,0.65,-13.9,-1.2,-16.2,-10.4,6.2,0.9,-8.3
O=S(=O)(Nc1ccc(Cl)cc1)c1ccc2c(c1)CCO2,-1.0,-1.36,26.8,5.4,14.7,-13.4,8.6,0.2,11.3
Cc1ccc(N=c2c([N+](=O)[O-])nn(-c3ccccc3)n2O)c(C)c1,2.6,0.86,-15.9,3.0,-1.2,-7.6[20 µM],15.7,-0.7,3.2
O=C(O)CNC(=O)c1ccccc1NC(=O)c1ccco1,-5.7,-0.134,5.0,-8.6,10.0,-19.0,-2.1,0.0,-3.9
COC(=O)c1cc(OC)c(OC)cc1NC(=O)c1ccccc1C,-1.6,0.0991,-19.1,-4.8,-1.3,-21.2,nt,0.2,-0.2
O=C(NCc1ccc2c(c1)OCO2)c1cc(-c2cc(Cl)ccc2O)n[nH]1,-5.8,-0.0318,-23.0,-11.4,-4.5,-19.5,-1.0,1.8,23.0
Cc1ccc(SCC(=O)NCCC2=CCCCC2)cc1,-6.4,0.651,23.6,-8.4,1.7,-15.9,4.3,0.8,-0.5
CCc1cccc(C)c1NC(=O)C(c1ccc(O)cc1)N1CCC1=O (centres undefined),-9.9,0.755,-54.2,-5.2,-11.5,-16.0[20 µM],10.7,0.8,-4.9
COc1ccc(COC(=O)N/N=C(\C)CC(=O)NCc2ccc(Cl)cc2)cc1,-11.9,-1.24,-12.7,-0.2,-6.8,-19.8,12.6,0.8,-7.3
O=C(Nc1ccc2c(c1)OCO2)c1cc(C2CC2)on1,-4.8,-1.14,-18.9,-1.6,-4.7,-11.0,10.7,0.3,2.3
Cc1cccc(C)c1NC(=O)C1(N2CCN(C(=O)c3ccco3)CC2)CCCCC1,-8.7,0.86,16.8,-3.8,-18.8,-16.5,-2.9,-1.2,nt
COc1ccc(NC(=O)Cn2nnc(C(N)=O)c2N)c(OC)c1,2.8,2.46,-1.9,5.1,0.1,-4.7,12.2,0.4,3.6
O=C(O)/C=C\C(=O)N1CCc2ccccc21,-15.0,0.144,16.6,-9.2,-12.2,-14.0,-2.3,0.0,1.3
O=C(O)c1cc(S(=O)(=O)Nc2ccc3oc(=O)sc3c2)ccc1O,-2.9,nt,-15.7,-2.9,-18.2,-18.2,7.4,2.0,-7.5
CC(=O)C1=C(O)C(=O)N(CCNCCO)C1c1ccccc1 (centres undefined),2.4,1.75,-468.1,-0.7,-4.4,-13.8[20 µM],9.9,1.6,nt
O=C(CNC(=O)C1CCCCC1)OCc1cc(=O)oc2ccc3ccccc3c12,-7.8,-0.056,-126.2,-4.0,-12.0,-30.0,-19.0,0.1,3.5
O=C(Nc1nc(-c2ccncc2)cs1)C1c2ccccc2Oc2ccccc21,-8.7,0.0716,-13.9,-7.5,-18.2,1.6,-3.8,-0.7,-6.6
Clc1ccc(CSc2ncccn2)cc1,-3.4,-0.681,-14.4,6.7,2.2,-18.4[20 µM],11.4,1.4,-8.2
O=C(CN1C(=O)CSc2ccc(S(=O)(=O)N3CCOCC3)cc21)NCCCN1CCc2ccccc2C1,-3.8,-0.362,0.6,-7.6,-23.0,-14.4,-4.8,1.2,-1.0
O=C(O)Cn1cnc2c(=S)nc[nH]c21,0.2,0.129,2.1,7.8,5.1,-11.7,8.1,3.7*,19.3
CCC(=O)Nc1ccc2oc(-c3ccccc3Br)nc2c1,-7.0,-1.12,-265.7,-3.9,-2.4,-7.2,6.2,-1.0,-7.2
Cc1ccc(S(=O)(=O)N2CCC(C(=O)N[C@H](C(=O)N3CCN(C)CC3)C(C)C)CC2)cc1,-1.1,nt,4.1,22.6,-1.0,-18.3,9.1,1.2,-1.4
CCOC(=O)N1CCN(S(=O)(=O)c2c(C)nn(C)c2C)CC1,2.0,0.998,-10.8,0.8,-1.9,-25.8,12.0,-0.1,nt
NS(=O)(=O)c1ccc(CCNC(=O)C2Cc3ccccc3CN2C(=O)c2ccco2)cc1 (centres undefined),0.3,0.0472,-63.3,7.2,-9.0,-6.0[20 µM],8.6,0.4,1.3
CCN(Cc1ccccc1)C1CCN(Cc2ccc(SC)cc2)CC1,0.8,0.547,-9.9,-1.2,nt,-24.4,4.6,0.5,8.8
Cc1[nH]n(-c2ccccc2)c(=O)c1C(C[N+](=O)[O-])c1ccc(Cl)cc1 (centres undefined),-5.6,-0.00174,1.2,8.3,-13.6,-17.4,-0.6,0.5,-19.2
COc1ccc(-n2cc(CNC(C)c3ccncn3)c(-c3cccc(F)c3)n2)cc1 (centres undefined),19.7,0.593,-5.3,0.0,2.3,-20.5,11.4,-0.4,12.6
O=C(NCCNc1ccc([N+](=O)[O-])cc1C(F)(F)F)c1ccc(F)cc1,-1.6,-3.24,1.1,11.5,-7.3,-9.9,10.7,-0.2,5.9
O=C(CSc1ccccc1F)NC1CCS(=O)(=O)C1 (centres undefined),-5.6,-0.444,23.8,-4.5,0.1,-15.0,0.4,-0.9,2.0
COc1cc(C(F)(F)F)c(C(=O)N(C)c2ccc(Cl)cc2)cn1,-4.3,0.047,1.9,4.6,10.4,-21.1,0.5,0.9,3.5
CCc1ccc(/C=C2\Oc3ccc(C(=O)OC)cc3C2=O)cc1,-5.2,-0.143,-2.5,0.2,-14.6,-26.6,9.0,0.7,-6.0
Cn1c(=O)c(=O)n(C)c2cc(S(=O)(=O)N3CCN(C4CCCCC4)CC3)ccc21,-5.4,0.465,-8.0,-10.6,-10.6,-32.0,6.6,0.9,-3.1
COC(=O)C1=C(C)NC(=O)NC1c1ccco1 (centres undefined),-0.2,0.103,-24.1,11.6,1.9,-23.1,9.4,0.3,5.3
Cc1cc(C)cc(N(C(=O)c2cc3ccccc3oc2=O)C2C=CS(=O)(=O)C2)c1 (centres undefined),-2.8,0.905,5.7,-1.1,-1.5,-1.9,-7.8,-0.6,-5.1
O=C(N/C(=C\c1cccc([N+](=O)[O-])c1)C(=O)N(CCO)CCO)c1ccco1,-0.7,nt,-21.1,0.5,3.1,-16.3,6.7,0.4,-60.8
Cc1csc(NC(=O)C2CCCO2)n1 (centres undefined),-4.6,nt,12.4,5.6,8.6,-12.2[20 µM],2.2,1.3,-3.4
CC(=O)c1c(C(C)=O)c(C)n(-c2cccc3cccnc23)c1C,-2.8,-0.235,21.3,11.8,8.6,-10.4,12.6,1.1,-1.8
COCCN(Cc1cc2cc(C)ccc2n2nnnc12)C(=S)Nc1ccc(C)cc1,0.6,-1.28,-109.3,0.2,-24.5,-32.9,-5.0,1.2,14.5
CCc1nnc(NC(=O)c2ccc(S(=O)(=O)N3CCN(Cc4ccccc4)CC3)cc2)s1,3.0,0.255,-5.9,4.6,1.6,-16.6,12.8,0.5,-0.6

Further records
structure,Thrombin inh,KCC2 mod,m-calpain inh,FXIa inh 1536,KLK5 inh,Furin inhibitor,FXIIa inh 1536,PERK inhibitor,Rad51 HR inh
COCCNC(=S)N1CCC(NC(=O)c2ccco2)CC1,-0.1,0.0424,-21.2,3.1,3.6,-28.8,6.7,1.1,1.5
CCCCNC(=O)C(=O)N/N=C/c1cccc(Br)c1,-5.3,0.552,7.1,-5.8,-11.5,-8.9,3.3,-0.2,0.0
COCCn1c(=O)sc2ccccc2c1=O,-14.3,0.153,-14.5,-4.6,-4.3,-19.0,3.6,0.6,-2.0
O=C(O)CSc1nc(-c2ccccc2)cc(=O)[nH]1,4.8,-0.633,-37.9,4.9,-2.6,-9.2[20 µM],18.2,-0.8,3.5
O=c1cnnc(N/N=C/c2ccccn2)[nH]1,2.0,-0.217,-6.0,3.2,-18.8,-1.9,5.6,0.1,-11.9
COc1cccc(N2C(=O)N(c3ccccc3)C3CS(=O)(=O)CC32)c1 (centres undefined),3.0,1.64,-3.9,4.3,-12.6,-14.2,13.8,-0.6,nt
CCCCOC(=O)c1ccc(Nc2ccc([N+](=O)[O-])cn2)cc1,-2.0,0.0139,-14.6,1.6,-2.0,-14.5,6.1,0.6,nt
CC(C)N(CC#CC(O)(c1ccccc1)c1ccccc1)C(C)C,-2.8,0.112,3.1,4.6,2.0,-11.7,7.8,-0.8,-18.0
